Screens from PubChem.
EBV gp42 block – Epstein-Barr virus gp42 inhibitors, primary screen, biochemical, uHTS, fluorescence polarization. Glycoprotein 42 (Epstein-Barr virus (strain AG876)), Q1HVG2. Fluorescence polarization binding assay, mP read-out. inhibition, % (tested at 21.74 µM). 220,000 compounds, 0.42% hits. AID 1085, 2008; in the data active means inhibition above about 50%
TNF death inh – inhibitors of TNF-alpha triggered necroptosis, primary screen, cell-based, Jurkat FADD-/-, single concentration. activation (protection from cell death), % at 10 µM. 220,000 compounds, 0.068% hits. Jurkat FADD-/- TNF necroptosis rescue, ATP luminescence, 24 h; 0 = TNF only, 100 = no-TNF cells;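 active means activation, meaning protection from cell death, of at least 50% relative to plate controls; inactive means activation below 50%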;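 further: necroptosis triggered by 40 ng/mL TNF-alpha added together with compound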
Cl transport mod – KCC2 cotransporter modulators, thallium flux, primary screen, cell-based, HEK293 KCC2, FluoZin-2 fluorescence, MLSMR; Solute carrier family 12 member 5 (Homo sapiens), Q9H2X9; KCC2 cells, thallium flux FluoZin-2 fluorescence; B-score of Tl+ flux slope (higher = more flux/activation; lower = inhibition) at 10 µM; 190,000 compounds, 2.2% hits; AID 1456, 2008;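 active means thallium flux slope and its plate-corrected score both differing from the plate sample mean at a set confidence after two filtering rounds, in either direction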;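 further: slope of fluorescence scaled to starting intensity during 10 to 20 s after thallium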
PERK inhibitor – block of dimerizer-induced PERK translation repression, primary screen, PERK inhibitor project, CHO PERK-DD cells, SEAP luminescence, HTS. CHO PERK-DD fusion, SEAP luminescence translation reporter. inhibition, % at 5.6 µM. 220,000 compounds, 0.17% hits. AID 1416, 2008;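 active means inhibition above the mean inhibition of all tested compounds plus 3 SD, set separately per screening campaign, cut at about 2.9% in these data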;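 further: PERK kinase domain activated by AP20187 dimerizer at 100 nM; 0% = DMSO with dimerizer and 100% = rapamycin at 8.4 µM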
eIF4E 4G PPI – eIF4E–eIF4G protein interaction inhibitors, primary screen, biochemical, uHTS, TR-FRET, eIF4GI fragment; Eukaryotic translation initiation factor 4E (Mus musculus) + Eukaryotic translation …; TR-FRET eIF4E-eIF4GI(517-606) binding, 2 h; inhibition, % at 21.7 µM; 220,000 compounds, 0.37% hits;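 active means inhibition above about 30%, limit read from the data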;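 further: 0% = full FRET control wells and 100% = background wells lacking eIF4GI fragment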
Target sequence (P63073 whole entry, looked up, the tested form may be a part): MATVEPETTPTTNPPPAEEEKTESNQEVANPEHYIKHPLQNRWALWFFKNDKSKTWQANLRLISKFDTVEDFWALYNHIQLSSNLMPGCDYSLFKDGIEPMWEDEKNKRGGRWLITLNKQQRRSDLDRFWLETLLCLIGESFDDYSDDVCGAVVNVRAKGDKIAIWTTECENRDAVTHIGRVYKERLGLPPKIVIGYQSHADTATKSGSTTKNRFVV
Target sequence (Q04637 whole entry, looked up, the tested form may be a part): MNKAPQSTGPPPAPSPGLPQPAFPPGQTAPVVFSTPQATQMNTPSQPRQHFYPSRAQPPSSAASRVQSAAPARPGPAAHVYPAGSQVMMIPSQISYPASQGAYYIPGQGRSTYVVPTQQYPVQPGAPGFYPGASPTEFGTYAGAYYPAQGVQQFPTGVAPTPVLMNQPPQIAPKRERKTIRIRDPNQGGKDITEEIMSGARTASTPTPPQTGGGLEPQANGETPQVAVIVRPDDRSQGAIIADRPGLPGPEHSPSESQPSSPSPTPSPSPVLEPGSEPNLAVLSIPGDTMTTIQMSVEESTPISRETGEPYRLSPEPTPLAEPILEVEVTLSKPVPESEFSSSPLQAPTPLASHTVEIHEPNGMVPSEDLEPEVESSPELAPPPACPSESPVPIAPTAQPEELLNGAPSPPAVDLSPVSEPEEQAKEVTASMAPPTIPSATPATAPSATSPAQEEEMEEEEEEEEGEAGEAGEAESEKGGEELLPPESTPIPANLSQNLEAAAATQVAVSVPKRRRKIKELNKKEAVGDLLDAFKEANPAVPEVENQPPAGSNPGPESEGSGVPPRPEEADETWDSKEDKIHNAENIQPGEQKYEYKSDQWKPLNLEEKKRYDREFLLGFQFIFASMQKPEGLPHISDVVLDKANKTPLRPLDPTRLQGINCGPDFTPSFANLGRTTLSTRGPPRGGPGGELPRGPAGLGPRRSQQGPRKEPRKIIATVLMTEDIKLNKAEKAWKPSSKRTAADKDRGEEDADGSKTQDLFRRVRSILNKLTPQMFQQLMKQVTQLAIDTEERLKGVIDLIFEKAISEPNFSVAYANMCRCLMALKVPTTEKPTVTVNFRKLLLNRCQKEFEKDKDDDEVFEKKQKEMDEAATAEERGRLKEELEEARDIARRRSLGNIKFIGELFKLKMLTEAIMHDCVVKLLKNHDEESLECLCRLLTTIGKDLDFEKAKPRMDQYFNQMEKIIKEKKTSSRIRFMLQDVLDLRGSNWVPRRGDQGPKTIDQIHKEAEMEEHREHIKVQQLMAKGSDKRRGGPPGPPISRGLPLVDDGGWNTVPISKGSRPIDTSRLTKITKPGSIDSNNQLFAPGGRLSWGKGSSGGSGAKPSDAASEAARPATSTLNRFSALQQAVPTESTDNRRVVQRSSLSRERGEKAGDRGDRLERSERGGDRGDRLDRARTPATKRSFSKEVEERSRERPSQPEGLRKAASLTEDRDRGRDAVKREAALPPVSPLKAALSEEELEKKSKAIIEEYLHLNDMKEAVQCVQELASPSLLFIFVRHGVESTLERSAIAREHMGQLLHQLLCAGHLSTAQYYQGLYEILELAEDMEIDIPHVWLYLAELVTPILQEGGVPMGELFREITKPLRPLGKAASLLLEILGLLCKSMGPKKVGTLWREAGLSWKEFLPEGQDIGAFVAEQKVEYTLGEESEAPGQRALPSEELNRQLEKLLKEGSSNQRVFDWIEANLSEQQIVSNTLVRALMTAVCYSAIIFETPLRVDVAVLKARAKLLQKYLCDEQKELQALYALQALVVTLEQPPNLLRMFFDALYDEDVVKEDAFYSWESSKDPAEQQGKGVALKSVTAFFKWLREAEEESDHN
Mdm2 ligase inh – MDM2-luciferase reporter signal enhancers, primary screen, MDM2 E3 ligase inhibitor project, cell-based, luminescence, 1536-well | signal enhancement, % at 5 µM | cell-based MDM2 ubiquitination luciferase reporter, 2 h; 0 = plate control, 100 = twice control, blank-subtracted | 210,000 compounds, 0.11% hits | E3 ubiquitin-protein ligase Mdm2 (Homo sapiens), Q00987;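 active means signal enhancement of 30% or more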;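 further: luminescence tracks abundance of the self-degrading MDM2-luciferase fusion protein; higher signal means inhibition of MDM2 E3 ligase activity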
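Assay system: stable mammalian line carrying autodegrading MDM2–luciferase fusion reporter; amount: 2000 cells seeded into each well; buffer or medium: DMEM; benchmarks: plate control and blank wells; signal: luciferase luminescence; timing: 2 h compound exposure at 37 °C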
L929 necroptosis – inhibitors of zVAD-triggered necroptosis, primary screen, L929 cells | 220,000 compounds, 0.38% hits | viability rescue, % at 10 µM | L929 zVAD necroptosis rescue, ATP luminescence, 24 h; with zVAD 60 µM | AID 1377, 2008;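 active means activation, scaled between plate controls, above about 75%, limit read from the data; inactive means activation under that limit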;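 further: 0% = zVAD with DMSO and 100% = DMSO alone without zVAD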
m-calpain inh – inhibitors of pig calpain II, primary screen, biochemical, fluorogenic peptide substrate, 1536-well. inhibition, % at 16 µM. purified calpain II, 30 min. AID 1236, 2008. 220,000 compounds, 0.37% hits;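 active means inhibition above about 50%, limit read from the data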
Rad51 HR inh – human RAD51 strand exchange inhibitors, primary screen, biochemical, fluorescence | inhibition, % at 10 µM | AID 1385, 2008 | hRad51 DNA strand exchange, fluorescence dequenching | DNA repair protein RAD51 homolog 1 (Homo sapiens), Q06609 | 200,000 compounds, 0.085% hits;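 active means inhibition above 40% at the single screening dose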;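 further: 0% = DMSO control wells and 100% = blanks with heterologous ssDNA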
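Material: human Rad51–ssDNA filaments; Probe or stimulus: labelled 47-mer dsDNA for strand exchange; Doses: single 10 µM dose; Incubation: 37 °C 15-min filament assembly, 30-min compound preincubation, 15-min exchange; Technique: FRET fluorescence dequenching, excitation 485 nm, emission 520 nm; Measure: Fluorescence-based percent inhibition, control- and blank-normalised; Benchmarks: plate control and blank wells.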
Active calls of the source: *; x = not tested or not shown; [ ] = remark or other dose.

The first 10 entries, ahead of the listing:
Every second line gives: EBV gp42 block, TNF death inh, Cl transport mod, PERK inhibitor, eIF4E 4G PPI, Mdm2 ligase inh, L929 necroptosis, m-calpain inh, Rad51 HR inh
> O=C(Oc1ccc(N(Cc2cccs2)C2=NS(=O)(=O)c3ccccc32)cc1)c1ccccc1Cl
→ -3, 0.2, -0.84, 0.7, 4[fluorescence artefact?], -10, -0.5, -39, 3
> Cc1nnc2ccc(N3CCN(C(=O)c4ccccc4)CC3)nn12
→ -1, -0.1, 2, 1.7, -6[fluorescence artefact?], -2, 0.0, -34, -2
> Cn1c(C(=O)NC2CC2)cc2c(=O)n(C)c3ccccc3c21
→ -2, -0.7, -2, -0.4, 4, -22, 4.1, -3, 1
> O=C(Nc1ccccc1)N1CCCN(c2nccc(C(F)(F)F)n2)CC1
→ -11, 1.0, -0.71, -0.8, 6, -13, 0.8, 20, -10
> COc1ccc(C2=NO[C@@H]3C(=O)N(C4CCCCC4)C(=O)[C@H]23)cc1OC
→ -5, 0.6, x, 0.6, -1, -21, 0.9, -23, -1
> CC(C)Cn1c(SCC(=O)N2CCN(C(=O)c3ccco3)CC2)nc2ccccc2c1=O
→ 7, 1.0, -1.8, -0.5, -1, 0, -1.1, -12, 3
> O=C(N/N=C(/CC(=O)c1cccs1)C(F)(F)F)c1ccc(O)cc1
→ 4, 0.4, -1.9, 0.0, -2, -3, 1.5, 7, -10
> CCC(CC)NC(=O)CN(c1ccccc1OC)S(=O)(=O)c1cccs1
→ -23, 3.1, -0.45, 0.6, -9, x, 0.0, 20, 12
> COc1ccc2c3c([nH]c2c1)C1(NCC3)C(=O)Nc2ccccc21 (configuration not stated)
→ 2, 2.3, 0.88, 0.3, -10, x, 0.8, 6, -8
> COc1cc(C)c(Cc2cnc(N)nc2N)cc1OC
→ -10, x, 0.54, 1.4, -3, x, x, 14, 7

The whole of this part (from the top)
Every second line gives: EBV gp42 block, TNF death inh, Cl transport mod, PERK inhibitor, eIF4E 4G PPI, Mdm2 ligase inh, L929 necroptosis, m-calpain inh, Rad51 HR inh
> O=C(Oc1ccc(N(Cc2cccs2)C2=NS(=O)(=O)c3ccccc32)cc1)c1ccccc1Cl
→ -3, 0.2, -0.84, 0.7, 4[fluorescence artefact?], -10, -0.5, -39, 3
> Cc1nnc2ccc(N3CCN(C(=O)c4ccccc4)CC3)nn12
→ -1, -0.1, 2, 1.7, -6[fluorescence artefact?], -2, 0.0, -34, -2
> Cn1c(C(=O)NC2CC2)cc2c(=O)n(C)c3ccccc3c21
→ -2, -0.7, -2, -0.4, 4, -22, 4.1, -3, 1
> O=C(Nc1ccccc1)N1CCCN(c2nccc(C(F)(F)F)n2)CC1
→ -11, 1.0, -0.71, -0.8, 6, -13, 0.8, 20, -10
> COc1ccc(C2=NO[C@@H]3C(=O)N(C4CCCCC4)C(=O)[C@H]23)cc1OC
→ -5, 0.6, x, 0.6, -1, -21, 0.9, -23, -1
> CC(C)Cn1c(SCC(=O)N2CCN(C(=O)c3ccco3)CC2)nc2ccccc2c1=O
→ 7, 1.0, -1.8, -0.5, -1, 0, -1.1, -12, 3
> O=C(N/N=C(/CC(=O)c1cccs1)C(F)(F)F)c1ccc(O)cc1
→ 4, 0.4, -1.9, 0.0, -2, -3, 1.5, 7, -10
> CCC(CC)NC(=O)CN(c1ccccc1OC)S(=O)(=O)c1cccs1
→ -23, 3.1, -0.45, 0.6, -9, x, 0.0, 20, 12
> COc1ccc2c3c([nH]c2c1)C1(NCC3)C(=O)Nc2ccccc21 (configuration not stated)
→ 2, 2.3, 0.88, 0.3, -10, x, 0.8, 6, -8
> COc1cc(C)c(Cc2cnc(N)nc2N)cc1OC
→ -10, x, 0.54, 1.4, -3, x, x, 14, 7
> COC(=O)c1ccc(C(=O)OC)c(NC(=O)COC(=O)C2CC2C)c1 (configuration not stated)
→ -6, -2.4, 1.1, 0.1, 5, -12, 0.6, -15, x
> COc1ccc(C(=O)c2oc3ccc(OC)cc3c2NC(C)=O)cc1
→ 8, 1.1, -0.081, 0.1, -2, -16, 1.6, -346, 1
> N#CC(c1ccccn1)c1ncc(C(F)(F)F)cc1Cl (configuration not stated)
→ -1, 0.0, 0.25, 1.1, -8, -5, 0.6, 24, 8
> Cn1ccc(C(=O)NC(=S)N2CCSCC2)n1
→ -6, -0.2, 0.36, -0.2, 5, -13, -1.3, 16, 17
> COCCCN(CCCN)Cc1ccco1
→ -8, 1.0, 0.35, 0.4, 3, -10, 0.2, 8, -7
> Cc1nn(C(C)C(=O)O)c(C)c1[N+](=O)[O-] (configuration not stated)
→ -20, -0.3, -0.28, 0.6, 5, -17, -0.5, -3, -12
> NS(=O)(=O)c1ccc(NC(=S)NNC(=O)c2cccs2)cc1
→ -9, -0.1, 1.6, 0.6, 1, -4, 14, -16, 12
> CCCCNC(=O)CSc1nnc(-c2ccc(S(=O)(=O)N3CCCC3)cc2)n1C
→ -12, 0.0, 0.92, 0.4, -1, -9, -0.6, 8, -2
> O=C1[C@H]2[C@H](ON3CCCC[C@H]23)C(=O)N1c1cccc(C(F)(F)F)c1
→ -2, -0.9, -1.1, 0.9, 2, -11, 0.6, 4, 19
> O=C(NCCc1cn2ccccc2n1)c1cc(COc2ccc3ncccc3c2)on1
→ 0, -6.5, x, 1.2, 5, -33, 3.1, 24, -18

Continued, starting with the last two of the part before.
Every second line gives: EBV gp42 block, TNF death inh, Cl transport mod, PERK inhibitor, eIF4E 4G PPI, Mdm2 ligase inh, L929 necroptosis, m-calpain inh, Rad51 HR inh
> O=C1[C@H]2[C@H](ON3CCCC[C@H]23)C(=O)N1c1cccc(C(F)(F)F)c1
→ -2, -0.9, -1.1, 0.9, 2, -11, 0.6, 4, 19
> O=C(NCCc1cn2ccccc2n1)c1cc(COc2ccc3ncccc3c2)on1
→ 0, -6.5, x, 1.2, 5, -33, 3.1, 24, -18
> C=CCn1c(COc2ccccc2F)nnc1SCC(=O)NC(=O)NCc1ccco1
→ 18, -0.1, -0.16, 0.8, 9, 1, 0.1, -101, -6
> Cn1c(/C(C#N)=C/c2cccc(O)c2)nc2ccccc21
→ -20, -4.2, -2.3, -0.2, 4, -26, -0.3, 6, x
> COC(=O)c1c(NC(=O)c2ccccc2)sc(Cc2ccccc2)c1C
→ -19, -0.9, x, 0.7, -7, -8, -0.2, -137, 0
> COc1ccc(N)c2c1C(=O)c1ccccc1C2=O
→ 1, -3.9, -1.6, -0.5, 2[fluorescence artefact?], 4, 1.8, -7, 18
> CCc1ccc2[nH]c(=O)c(CN(CCN(C)C)C(=S)NCc3ccco3)cc2c1
→ -17, 2.2, -0.0016, 0.8, 4, 3, -0.4, -46, 17
> NC(=O)C1CCN(C(=O)c2ccc(Oc3cc(Cl)cc(Cl)c3)o2)CC1
→ -4, -0.7, -0.26, 0.4, 1, -3, 1.0, 15, 19
> COc1ccc2[nH]c(=O)c(CN(CCO)S(=O)(=O)c3c(C)ccc4nsnc34)cc2c1
→ -17, -3.2, x, 0.4, x, -27, 0.1, 4, -5
> CCCCCC1CCC(c2n[nH]c(=S)n2C)CC1 (configuration not stated)
→ -5, -4.5, 2.7, 0.6, -3, -3, -0.3, 28, 6
> CC(=O)Nc1ccc(C(=O)n2nc(C)cc2C)cc1
→ -4, 0.9, 0.47, 0.8, 0, 12, 2.9, -24, -1
> CCOC(=O)C1(Cc2cccc(OC)c2)CCN(Cc2cccn2-c2nccs2)CC1
→ -6, 2.3, -0.81, 1.4, -1, -9, -0.6, -8, x
> N=c1n(CC(=O)c2ccc([N+](=O)[O-])cc2)c2ccccc2n1Cc1ccc(Cl)cc1
→ -51, -15, -0.61, 0.7, 4, -16, 13, -43, -29
> O=C(NC(=O)c1c(Cl)cccc1Cl)Nc1ccc(Oc2cccnc2)nc1
→ -6, 3.6, -2.4, 1.1, -5, -1, 3.5, 7, 18
> Cc1nnc(SCC(=O)NCC2CCCO2)n1-c1ccccc1 (configuration not stated)
→ -8, 1.7, 0.29, 1.2, 4, -8, 1.1, 11, -2
> CSc1cccc(CN2CCN(CCC(C)C)C(CCO)C2)c1 (configuration not stated)
→ -9, 0.4, x, 1.7, 0, -19, -0.5, -2, 20
> Cc1ccc2sc(NNC(=O)c3cc(-c4cccs4)nc4ccccc34)nc2c1C
→ -16, 0.6, -0.22, 1.7, 9, x, x, -34, x
> COc1ccc(/C=N/Nc2nc(Nc3ccccc3)nc(N3CCCCC3)n2)c(OC)c1
→ 4, 2.3, -0.48, -0.2, -4[fluorescence artefact?], -7, 0.5, 5, 6
> CC(=O)Nc1cccc(NC(=S)Nc2ccc(F)cc2F)c1
→ -5, 0.2, x, 0.0, 2, 16, 5.6, -14, 4
> Cc1cc(C)c2nc(N3CCCC3)c(C#N)cc2c1
→ -5, -8.1, -0.21, 0.3, 9, -8, 0.1, -75, 5
> O=C(Nc1c(Cl)ccc2nsnc12)c1cccnc1
→ -4, -0.6, 1.4, -0.2, 0, -8, -0.2, 18, -15
> CC/C(=N\NC(=S)Nc1ccc(OC)cc1)c1ccc(OC(F)F)cc1
→ -5, 0.1, 8.7*, 0.5, -1, -10, 1.8, 14, -2
> O=C(CSc1nc2ccccc2s1)N1N=C(c2cccs2)CC1c1ccc(F)cc1 (configuration not stated)
→ -4, 2.9, -0.96, -0.3, 4, x, 1.0, -22, x
> CCC(OC(=O)c1cccs1)C(=O)NCc1ccc(C)cc1 (configuration not stated)
→ 4, 0.8, -0.71, 0.0, -2, -1, -0.4, 22, 1
> O=C(COC(=O)C1CCN(S(=O)(=O)c2ccc3c(c2)OCCO3)CC1)Nc1cc(C(F)(F)F)ccc1Cl
→ -14, 1.2, 0.38, 0.7, 19, -9, 0.3, 17, -4
> Cc1ccc(Nc2cc(C)nc3nc(C)nn23)cc1
→ -12, -4.2, -1.1, -0.3, -7, x, x, 17, x
> Oc1ccc(Cl)cc1C1=NNC(c2cccs2)C1 (configuration not stated)
→ -7, -11, 68*, -0.2, 1, 0, -0.3, -1, -4
> c1ccc(-c2nn[nH]n2)cc1
→ -12, 0.1, -0.079, 0.8, 1, -2, 0.5, -9, x
> CCOC(=O)c1c(C)[nH]c(C(=O)N/N=C\c2ccccc2Cl)c1C
→ -13, -2.6, 0.64, -0.2, 7, -6, 2.0, 24, 0
